Source: PubChem BioAssay (The Scripps Research Institute Molecular Screening Center)
FBW7 act: activators of human E3 ligase FBW7; Q969H0; AlphaScreen FBW7–phospho-cyclin E peptide binding, activator screen; normalized activity (activation), % at 26.1 µM; actives 0.13% (n = 650,000); in the data active = normalized activity above about 1.9%;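 also: purified mutant Fbw7 with reduced substrate affinity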
TEAD-YAP block: TEAD-YAP interaction inhibition | actives 1.4% (n = 640,000) | inhibition, % at 9.12 µM | AID 1259422 | HEK-TIYL cells, TEAD-Gal4/YAP UAS-luciferase luminescence; in the data active = inhibition above about 32%;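 also: 0% = median of test compound wells and 100% = reference inhibitor wells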
MITF inh: inhibitors of human MITF; O75030; AlphaScreen MITF homodimerization, bead proximity signal; inhibition, % at 2.6 µM; actives 0.91% (n = 650,000); in the data active = inhibition above about 50%;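 also: 0% = vehicle wells with protein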
Target sequence (O75030 whole entry, looked up): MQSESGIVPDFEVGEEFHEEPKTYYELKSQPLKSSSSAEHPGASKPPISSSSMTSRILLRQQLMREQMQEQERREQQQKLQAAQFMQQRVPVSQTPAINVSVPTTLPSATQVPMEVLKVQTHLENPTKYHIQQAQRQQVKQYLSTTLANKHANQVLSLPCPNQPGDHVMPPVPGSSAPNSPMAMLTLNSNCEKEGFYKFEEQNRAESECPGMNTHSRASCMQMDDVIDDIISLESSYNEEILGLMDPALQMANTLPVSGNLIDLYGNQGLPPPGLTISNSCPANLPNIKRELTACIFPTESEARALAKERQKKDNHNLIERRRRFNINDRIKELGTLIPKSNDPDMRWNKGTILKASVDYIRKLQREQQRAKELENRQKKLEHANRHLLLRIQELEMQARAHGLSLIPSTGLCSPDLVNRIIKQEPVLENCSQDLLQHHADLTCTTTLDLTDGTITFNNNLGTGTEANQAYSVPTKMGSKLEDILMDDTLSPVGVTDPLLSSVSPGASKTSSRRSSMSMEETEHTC
GPR151 ag: activates the human receptor GPR151; Q8TDV0; PathHunter beta-arrestin GPR151 cells, luminescence; activation, % at 11.2 µM; actives 1% (n = 650,000); in the data active = activation above about 4.9%;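 also: 0% = median of compound wells and 100% = cells with positive control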
Target sequence (Q8TDV0 whole entry, looked up): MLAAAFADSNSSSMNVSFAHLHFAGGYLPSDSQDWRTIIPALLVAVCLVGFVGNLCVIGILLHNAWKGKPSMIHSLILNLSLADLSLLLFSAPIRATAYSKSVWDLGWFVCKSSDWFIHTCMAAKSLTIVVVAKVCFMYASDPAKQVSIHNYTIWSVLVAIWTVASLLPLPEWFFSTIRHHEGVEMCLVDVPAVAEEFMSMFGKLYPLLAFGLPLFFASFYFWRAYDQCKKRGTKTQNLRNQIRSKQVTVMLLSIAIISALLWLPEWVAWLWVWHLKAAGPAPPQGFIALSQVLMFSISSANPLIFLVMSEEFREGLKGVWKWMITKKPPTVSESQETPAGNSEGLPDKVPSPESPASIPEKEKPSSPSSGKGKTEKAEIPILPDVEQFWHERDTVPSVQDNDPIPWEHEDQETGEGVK
Numbers without * were called inactive. This is a random part of the collection. Share with any hit: about 3.4%.

SMILES | FBW7 act | TEAD-YAP block | MITF inh | GPR151 ag
Cc1ccc(CNCCCN2CCOCC2)o1 | 0.1 | 0 | 6 | 1.8
CCOc1ccc(S(=O)(=O)N(CC(=O)N2CCCCC2)c2ccccc2)cc1 | -0.1 | -3 | 2 | 1.3
Cc1cc(C(=O)OCCN(C2=NS(=O)(=O)c3ccccc32)c2ccccc2)ccc1[N+](=O)[O-] | -0.3 | -4 | 2 | -0.9
CCOC(=O)c1ccc(OCc2ccc(OC)c([N+](=O)[O-])c2)cc1 | 0.8 | 13 | 7 | -1.1
COc1ccc(C2/C(=C(\O)c3ccc(S(=O)(=O)N(C)C)cc3)C(=O)C(=O)N2CCN(C)C)cc1OC (stereo unspecified) | 0.5 | -9 | 10 | -0.8
COC(=O)C(CC(C)C)NC(=O)CSc1nc(C)cc(-c2ccccc2)n1 (stereo unspecified) | -0.1 | -5 | -7 | 0.5
O=c1c2ccccc2nc(SCc2cccc(Cl)c2)n1Cc1ccccc1 | 0.1 | -3 | 9 | 0.4
CC(NC(=O)c1nn2c(C(F)(F)F)cc(-c3cccs3)nc2c1Br)c1ccccc1 (stereo unspecified) | -0.2 | -6 | 7 | 1.3
O=S(=O)(c1cc(Cl)ccc1Br)N1CCOCC1 | -0.1 | -10 | 12 | 0.2
O=C1c2cccnc2C(=O)N1CCc1ccccc1 | -0.2 | -7 | 18 | -0.4
COCCN1C(=O)c2ccccc2C(C(=O)NCC2CCCO2)C1c1c[nH]c2ccccc12 (stereo unspecified) | 0.1 | 9 | -13 | 0.5
Cc1ccc2nsnc2c1S(=O)(=O)Nc1ccccc1C(=O)O | -0.2 | 0 | -2 | -1.1
COc1cccc(/C=N/NC(=O)C(=O)N2CCCC2)c1OC | -0.1 | -6 | -7 | 0.9
O=C(O)c1nnn(Cc2cccc(C(F)(F)F)c2)c1C(=O)O | 0.1 | -2 | 10 | 0.4
Cc1ccc(S(=O)(=O)NC2(C(F)(F)F)N=C(c3ccccc3)NC2=O)cc1 (stereo unspecified) | 0.2 | 0 | 16 | -0.7
COCCn1c(SCC(=O)OC)nnc1-c1ccccc1 | 0.3 | -2 | 14 | 1.0
CCOCCCNC(=O)c1cc(Nc2ccc(C)cc2C)nc2ccccc12 | 0.0 | 4 | 2 | 1.4
CCOc1cc2[nH]c(=S)n(C(C)C)c(=O)c2cc1OCC | 0.1 | 3 | -9 | -0.3
COc1cc(OC)nc(CSCCNS(=O)(=O)c2ccc(C)cc2)n1 | 0.8 | 8 | 6 | -0.5
CCn1c(=S)[nH]c2ccccc2c1=O | -0.3 | 0 | -10 | 2.3
O=C(CS(=O)(=O)O)c1ccc(Cl)cc1 | -0.2 | 10 | -3 | 1.2
CC(C(=O)NCCN(C)C1CCCCC1)n1ncn2cccc2c1=O (stereo unspecified) | -0.2 | 8 | 6 | 3.6
CCCCNC(=O)c1cc2c(=O)oc3ccccc3c2s1 | 0.1 | 11 | -2 | 0.3
O=C1c2cccc([N+](=O)[O-])c2C(=O)N1CNc1ccc2c(c1)oc1ccccc12 | 0.2 | -45 | 5 | -0.3
Cc1cc(C(=O)Nc2cc(C)n(Cc3ccc(Cl)cc3)n2)no1 | 0.1 | -7 | 26 | -1.0
Cn1cnnc1SCC(=O)c1ccco1 | 0.2 | -2 | -15 | -0.8
O=C(CSc1nnc(C2CC2)n1CC1CCCO1)Nc1cccc(Cl)c1 (stereo unspecified) | 0.1 | 9 | 9 | -0.2
COc1ccc(CCNC(=O)CN(C)c2nnc(N3CCCC3=O)s2)c(OC)c1 | -0.1 | -3 | 1 | -0.6
CSc1cccc(NC(=O)C2C3C=CC4(O3)C2C(=O)N(CCN2CCOCC2)C4C(=O)NC2CCCC(C)C2C)c1 (stereo unspecified) | -0.2 | -5 | -5 | 0.2
Cc1ccc(/C=C/C(=O)OC2CCCCC2=O)o1 (stereo unspecified) | 0.1 | -16 | 9 | 0.2
Cc1cc(N2C(=O)CCC2=O)ccc1NC(=O)Cc1ccccc1 | 0.1 | 2 | 19 | 4.4
CCCc1nnc(SCC(=O)Nc2nnc(CC)s2)n1CC | 0.0 | 9 | -3 | 1.2
Cc1c(C(=O)N/N=C/c2ccc(F)c(Br)c2)nnn1-c1nonc1N | 0.2 | 0 | 8 | 0.5
N/C(=N\NC(=O)c1cccnc1)c1cccnc1 | 0.0 | -12 | -2 | -1.0
Cc1cccc(N(CC(=O)NCc2ccc(F)cc2)C(=O)c2snc(C(N)=O)c2N)c1 | 0.1 | -12 | 0 | 1.5
COc1ccc(C)cc1NC(=O)COc1cccc2ccccc12 | -0.2 | -8 | -10 | 0.4

A section from the list above, for reference:
SMILES | FBW7 act | TEAD-YAP block | MITF inh | GPR151 ag
CCn1c(=S)[nH]c2ccccc2c1=O | -0.3 | 0 | -10 | 2.3
O=C(CS(=O)(=O)O)c1ccc(Cl)cc1 | -0.2 | 10 | -3 | 1.2
CC(C(=O)NCCN(C)C1CCCCC1)n1ncn2cccc2c1=O (stereo unspecified) | -0.2 | 8 | 6 | 3.6
CCCCNC(=O)c1cc2c(=O)oc3ccccc3c2s1 | 0.1 | 11 | -2 | 0.3
O=C1c2cccc([N+](=O)[O-])c2C(=O)N1CNc1ccc2c(c1)oc1ccccc12 | 0.2 | -45 | 5 | -0.3
Cc1cc(C(=O)Nc2cc(C)n(Cc3ccc(Cl)cc3)n2)no1 | 0.1 | -7 | 26 | -1.0
Cn1cnnc1SCC(=O)c1ccco1 | 0.2 | -2 | -15 | -0.8
O=C(CSc1nnc(C2CC2)n1CC1CCCO1)Nc1cccc(Cl)c1 (stereo unspecified) | 0.1 | 9 | 9 | -0.2
COc1ccc(CCNC(=O)CN(C)c2nnc(N3CCCC3=O)s2)c(OC)c1 | -0.1 | -3 | 1 | -0.6
CSc1cccc(NC(=O)C2C3C=CC4(O3)C2C(=O)N(CCN2CCOCC2)C4C(=O)NC2CCCC(C)C2C)c1 (stereo unspecified) | -0.2 | -5 | -5 | 0.2
Cc1ccc(/C=C/C(=O)OC2CCCCC2=O)o1 (stereo unspecified) | 0.1 | -16 | 9 | 0.2
Cc1cc(N2C(=O)CCC2=O)ccc1NC(=O)Cc1ccccc1 | 0.1 | 2 | 19 | 4.4
CCCc1nnc(SCC(=O)Nc2nnc(CC)s2)n1CC | 0.0 | 9 | -3 | 1.2
Cc1c(C(=O)N/N=C/c2ccc(F)c(Br)c2)nnn1-c1nonc1N | 0.2 | 0 | 8 | 0.5

The list continues.
SMILES | FBW7 act | TEAD-YAP block | MITF inh | GPR151 ag
O=C(NN1CCCCC1)C(c1ccccc1)c1ccccc1 | 0.4 | 5 | 9 | 0.0
COC(=O)c1ccsc1NC(=O)c1ccccc1OC | 0.0 | -11 | -17 | 1.9
COc1cc(C(=O)Oc2cccc(C=O)c2)cc(OC)c1OC | 0.0 | 10 | 3 | 1.5
Cc1cc(Br)c2c(c1)C(O)(C1C(=O)Nc3ccccc31)C(=O)N2C (stereo unspecified) | -0.1 | 13 | 16 | -0.4
O=C(c1cccn2c(=O)c3ccccc3nc12)N1CCc2ccccc2C1 | 0.0 | -14 | -1 | 3.0
COC(=O)c1[nH]nc2c1C(=O)N(C1CCCCC1)C2=O | -0.1 | 3 | 1 | 0.2
CCOc1ccccc1CN1CCN(C2CCN(c3ccccc3F)CC2)CC1CCO (stereo unspecified) | 0.0 | -6 | -12 | 11*
CCC(=O)Nc1ccc(Cl)cc1C(=O)O | 0.3 | 11 | 13 | 0.0
Cc1ccc(S(=O)(=O)NC(=O)Nn2cnnc2)cc1 | 0.1 | -6 | 9 | 0.3
CN(C)c1ccc(C(=O)CC2(O)C(=O)N(CCc3ccccc3)c3ccccc32)cc1 (stereo unspecified) | -0.1 | -7 | -14 | 0.4
O=C(Nc1sc2c(c1C(=O)Nc1ccc(Cl)cc1)CCC2)c1ccccc1Cl | 0.3 | 8 | 10 | -1.2
Cc1c(Cl)c(C(F)(F)F)nn1CC(=O)Nc1ccc(Cl)cc1 | -0.3 | -6 | -6 | 2.1
Cc1ccc(/C=N/NC(=O)C2COc3ccccc3O2)c(O)c1 (stereo unspecified) | -0.1 | 53* | -19 | -0.9
Cc1ccccc1CN1CCN(Cc2ccccc2F)C(CCO)C1 (stereo unspecified) | 0.3 | -11 | 17 | -1.2
O=C(Nc1ccc2c(c1)OCO2)c1csc(Nc2nccc3ccccc23)n1 | 0.1 | 0 | 10 | -1.8
COc1ccccc1N1CCN(c2nc3ccc(C)cc3n3cnnc23)CC1 | -0.2 | -5 | -6 | 2.8
C[C@H]1C(=O)N2CCN(Cc3ccc(F)c(F)c3)C[C@@H]2C(=O)N1C | 0.0 | -4 | -6 | 6.8*
COc1ccc(-c2nc(N)ncc2-c2ccc3c(c2)OCCO3)c(O)c1 | 0.0 | -16 | 3 | -0.6
COc1ccc(S(=O)(=O)n2nc(-c3ccc(C)cc3)cc2N)cc1 | -0.2 | 17 | 12 | 0.2
Cc1ccc(NC(=O)/C(C#N)=C/c2ccc(Br)s2)cc1 | 0.1 | -2 | 3 | 0.9
O=C(CSc1nc2ccccc2c(=O)n1Cc1ccc2c(c1)OCO2)Nc1ccccc1Cl | 0.9 | -9 | 14 | -1.6
CC1(C)CC(=O)C2=C(C1)N1C(=C(C#N)C2c2ccc3c(c2)OCO3)N=C(N)c2c1sc1c2CCCCC1 (stereo unspecified) | 0.3 | -6 | 10 | -1.0
O=C(Cn1cnc([N+](=O)[O-])n1)Nc1nncs1 | -0.2 | -3 | 0 | 0.4
Cc1cccc(C2C(C#N)=C(N)Oc3n[nH]c(-c4ccc5c(c4)OCO5)c32)c1 (stereo unspecified) | -0.1 | 6 | -2 | 0.5
COc1cc(/C=C2/NC(=O)N(Cc3ccc(Br)cc3)C2=O)cc2c1OCO2 | 0.0 | 60* | -2 | 1.0
COc1ccc(NC(=O)CCC(=O)c2ccc(F)cc2)cc1 | 0.1 | 3 | -1 | 0.0
COc1cc(OC)cc(C(=O)N2CCN(Cc3ccccc3[N+](=O)[O-])CC2)c1 | -0.3 | 7 | 61* | -1.8
CCOc1ccc2ccccc2c1/C=N\NC(=O)CNC(=O)Cc1ccc(Cl)cc1 | -0.1 | 11 | 13 | -0.5
CC(=O)Nc1ccc(Nc2nc(-c3ccccc3)c3cc(Br)ccc3n2)cc1 | 0.3 | -10 | -11 | -0.6
CCOC(=O)c1sc(NC(=O)/C=C\C(=O)O)c(C(=O)OCC)c1C | 0.2 | 25 | 18 | -0.6
Cc1nc2ccccc2n1CC(=O)N/N=C\c1cccnc1 | -0.2 | 2 | 0 | -0.6
CCC(C(=O)N1CCN(c2ccc([N+](=O)[O-])cc2)CC1)c1ccccc1 (stereo unspecified) | -0.1 | -2 | 3 | 0.4
CC1=NN(c2nc3ccccc3s2)C(=O)/C1=C(\C)N(C)C | -0.3 | 43* | 5 | -9.7
CCOc1cc(/C=C2/SC(=S)N(NC(=O)c3cccc(O)c3)C2=O)ccc1O | -0.3 | -1 | 13 | -2.6
O=C(N/N=C/c1cccc([N+](=O)[O-])c1)c1cc(Br)cc(Br)c1O | 0.0 | -5 | 7 | 0.0
COc1ccc(/C=N/Nc2ccc([N+](=O)[O-])cc2)c(C(=O)O)c1OC | -0.1 | -19 | -7 | -0.9
CCOC(=O)c1nc(Nc2ccc(C(F)(F)F)cc2)c2ccccc2n1 | 0.0 | -4 | -1 | 0.9
Cc1ccc(-c2ccccc2CN2CCN(C)C(CCO)C2)o1 (stereo unspecified) | 0.0 | 10 | 10 | 1.0
COc1cccc(-c2nnc(N)s2)c1 | -0.3 | 2 | 0 | -0.7
COc1cc(NC(=O)c2ccccc2C(=O)O)c(OC)cc1NC(=O)c1cccc(F)c1 | -0.1 | 5 | -6 | -0.2
CC(=O)Nc1ccc(S(=O)(=O)N2CCN(CCCOc3cc(C)ccc3C)CC2)cc1 | 0.4 | 16 | 15 | 1.7
O=C(NCc1cccs1)NCC1COC2(CCCC2)O1 (stereo unspecified) | 0.1 | 9 | 0 | -0.5
O=C(COc1cccc(Br)c1)N/N=C/c1ccccc1C(=O)O | 0.0 | -4 | 7 | 2.3
CCCCNC(=O)c1sc2nc(C)nc(N3CCOCC3)c2c1C | -0.1 | -7 | 2 | -0.3
CCCc1cc2c(=O)c(-c3ccc4c(c3)OCO4)coc2cc1O | 0.2 | -78 | 5 | 0.8
Cc1ccc(C(=O)NCC(C)CN(C)C)cc1[N+](=O)[O-] (stereo unspecified) | 0.0 | -1 | 9 | 0.0
CCCCS(=O)(=O)c1sc2nc(-c3cccs3)cc(-c3ccccc3)c2c1N | 0.2 | 5 | 7 | -0.7
CC(Sc1nnc(-c2c[nH]c3ccccc23)n1C)c1ccccc1 (stereo unspecified) | 0.0 | -29 | 11 | 0.0
C[C@@H](O)[C@@H]1NC(=O)[C@H]2CN(C(=O)c3ccc(OC(F)(F)F)cc3)CCN2C1=O | 0.1 | 12 | 6 | -0.9
Cc1cc(C=C2C(=O)NC(=S)NC2=O)c(C)n1-c1ccc([N+](=O)[O-])cc1 | -0.2 | -14 | 1 | 6.1*
CC(C)c1[nH]nc2c1C(c1cccc(F)c1)C(C#N)=C(N)O2 (stereo unspecified) | 0.3 | 5 | -6 | 0.6
CSCc1ccc(C(=O)N2CCC(N3CCC(C(=O)NC(C)C)CC3)CC2)o1 | 0.0 | 8 | 6 | 0.6
